# Screens deposited in PubChem by National Center for Advancing Translational Sciences (NCATS).
# D1 ag: activates the human D1 dopamine receptor. HEK293 T-REx D1 cells, calcium flux, agonist mode. activation, % at 2 µM. hit rate 1% among 360,000. AID 504660; in the data active = activation above about 30%; note: 0% is about no effect
# Target sequence (P21728 whole entry, looked up): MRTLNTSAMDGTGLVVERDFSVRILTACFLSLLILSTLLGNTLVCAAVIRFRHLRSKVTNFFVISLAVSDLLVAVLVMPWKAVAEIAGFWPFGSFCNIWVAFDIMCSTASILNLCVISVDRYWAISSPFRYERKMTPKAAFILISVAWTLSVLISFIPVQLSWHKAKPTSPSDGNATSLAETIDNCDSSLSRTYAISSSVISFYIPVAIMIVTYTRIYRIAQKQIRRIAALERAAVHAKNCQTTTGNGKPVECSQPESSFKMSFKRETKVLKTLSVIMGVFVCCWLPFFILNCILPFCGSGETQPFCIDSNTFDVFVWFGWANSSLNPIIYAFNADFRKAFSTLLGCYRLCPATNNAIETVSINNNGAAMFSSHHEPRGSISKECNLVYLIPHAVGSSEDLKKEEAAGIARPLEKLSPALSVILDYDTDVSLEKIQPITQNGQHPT
#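 Agonism was scored from calcium flux recorded over 180 s (1 read/s) after pintool compound addition, following a 10-cycle baseline. Cells were inducible force-coupled HEK293 TREx D1, plated overnight at 30 C and loaded with no-wash calcium dye.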
# D2 agonist: agonists of human D2 dopamine receptor; P14416; hit rate 0.53% among 340,000; activation, % at 2 µM; HEK293 T-REx D2 cells, calcium flux agonist mode; AID 485358;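 active = activation over 3 SD above normal in the single-dose calcium agonist read, cut at about 30% in these data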; note: 0% is about no effect
# Target sequence (P14416 whole entry, looked up): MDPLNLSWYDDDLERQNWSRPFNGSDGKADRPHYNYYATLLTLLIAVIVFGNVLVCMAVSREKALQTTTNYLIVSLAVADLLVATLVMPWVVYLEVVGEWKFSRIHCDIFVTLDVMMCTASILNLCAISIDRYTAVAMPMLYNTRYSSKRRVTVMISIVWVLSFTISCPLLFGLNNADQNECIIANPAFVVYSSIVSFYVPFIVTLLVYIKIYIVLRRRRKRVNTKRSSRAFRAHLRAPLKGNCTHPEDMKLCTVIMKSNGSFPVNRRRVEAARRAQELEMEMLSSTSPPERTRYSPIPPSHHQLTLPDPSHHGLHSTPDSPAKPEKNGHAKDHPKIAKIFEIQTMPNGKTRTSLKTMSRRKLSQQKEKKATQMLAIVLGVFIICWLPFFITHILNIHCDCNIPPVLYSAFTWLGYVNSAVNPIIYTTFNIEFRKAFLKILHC
#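 Agonism is scored from calcium flux in a force-coupled, inducible HEK293 cell line expressing D2, read kinetically for 180 s after compound addition against dopamine controls.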
# D2 potentiator: positively modulates the human D2 dopamine receptor allosterically; P14416; HEK293 T-REx D2, calcium flux, EC20 dopamine potentiation; potentiation, % at 10 µM; hit rate 0.34% among 340,000;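 active = potentiation over 3 SD above the plate norm, cut at about 30% in these data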; note: 0% is about no effect
#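 Potentiation of an EC20 dopamine calcium response measured kinetically over 180 s, after a preceding 180 s compound-only read flagging agonists. Cells: inducible Hek293 Trex D2 line, 4000/well, cultured overnight at 30 C before dye loading.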
# D2 antag: D2 dopamine receptor (human) antagonism; P14416; HEK293 TREx D2 cells, calcium flux, dopamine EC80; inhibition, % at 10 µM; hit rate 2% among 340,000; AID 485344; in the data active = inhibition above about 30%; note: 0% is about no effect
#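 Measurement of antagonist activity uses fluorescent calcium dye in inducible HEK293 T-REx D2 cells: 10 s baseline, compound addition with 180 s read, EC80 dopamine addition with a further 180 s read.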
# RXFP1 antagonist: antagonists of human relaxin receptor RXFP1 | Q9HBX9 | HEK293-RXFP1, relaxin-stimulated cAMP HTRF, 30 min; hits give low values | activity change, negative = inhibition, % at 57.5 µM | hit rate 0.59% among 350,000 | AID 1259400;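 active = activity change of -60% or lower, but not beyond a set lower limit; inconclusive = change between -60% and -40%, or beyond the set limit; inactive = change above -40%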; note: % is set by controls: 0 for no effect and ±100 for the full control effect
# D1 potentiator: human D1 dopamine receptor positive modulation. potentiation, % at 10 µM. hit rate 0.036% among 360,000. HEK293 TREx D1 cells, calcium flux, dopamine EC20 potentiation; in the data active = potentiation above about 30%; note: 0% is about no effect
# D1 antagonist: antagonists of human D1 dopamine receptor; activity change, negative = inhibition, % at 10 µM; HEK293 TREx D1 cells, calcium flux, dopamine EC80; hits give low values; AID 504652; hit rate 3.2% among 360,000; in the data active = activity change below about -30%; note: % is set by controls: 0 for no effect and ±100 for the full control effect
#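 Kinetic fluorescence of a calcium dye serves as the read-out. D1-expressing Hek293 Trex cells, induced overnight at 30 C, are exposed to compound for 180 s before an EC80 dopamine addition, then read 180 s further.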
# TRHR PAM: TRH receptor (human) allosteric enhancement; TRHR cells, fluo-8 calcium fluorescence, EC20 TRH enhancement; enhancement, % at 2 µM; hit rate 0.66% among 360,000; in the data active = enhancement above about 30%; note: 0% is about no effect
#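 Enhancer read-out: after compound pinning and an initial kinetic agonist-mode read, an EC20 of TRH (10 nM final) was injected and fluo-8 calcium signal (Ex 480/Em 530) followed at 1 s/cycle for 100 cycles in TRHR-expressing cells.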
# RXFP1 ag: agonists of human relaxin receptor RXFP1; Q9HBX9; HEK293T-RXFP1 cAMP TR-FRET, 30 min; response scale: percent of porcine relaxin response, buffer zero; Potency, µM (doses to about 57.5 µM), for inactives: at the top dose activation, actives largely listed as activators; hit rate 0.3% among 370,000; AID 2676; active = well fitted activation curve with a large enough effect; inconclusive = small, poorly fitted or top-dose-only effect; note: potency is the fitted concentration of half-maximal effect; % is set by controls: 0 for no effect and ±100 for the full control effect; nearly all actives have a fitted effect of over 60% in size; many of its hits are not listed in these tables
#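 Agonist response is measured as cAMP accumulation in an RXFP1-transfected HEK293T line under PDE4 inhibition. Values are scaled between buffer-only and 29 nM porcine relaxin, and EC50s come from standard Hill equation fits.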
# * marks the source's active call; other numbers are inactive results; ? = inconclusive; . = not tested or not shown.
SMILES,D1 ag,D2 agonist,D2 potentiator,D2 antag,RXFP1 antagonist,D1 potentiator,D1 antagonist,TRHR PAM,RXFP1 ag
CC1=C(C)/C(=N\OC(=O)/C=C/c2ccccc2)C=CC1=O,1,-0.4,-3,3,-11,-4,-3,26,0.5%
O=P(OC1CCCCC1)(OC1CCCCC1)C(O)c1ccccc1 (stereo not drawn),4,0.9,12,-1,-3,-6,1,-2,0.8%
C/C=C/COC(=O)C1=C(C)NC(=O)NC1c1ccc2c(c1)OCO2 (stereo not drawn),0,0.9,8,-8,0,-8,4,2,-1.5%
CC(=O)c1ccccc1OCC(O)CN1CCN(C(c2ccccc2)c2ccccc2)CC1 (stereo not drawn),13,-0.9,0,8,-15,-4,5,6,0.7%
C=CCn1cccc(C(=O)Nc2ccc(F)cc2)c1=O,0,-0.7,-4,10,-5,-3,-3,2,-0.8%
COc1ccc(Cc2nc3ccc(C(=O)NCc4cc(Br)ccc4OC)cc3o2)cc1,7,0.6,-4,.,0,0,9,1,1.6%
C[C@@H](CN1C2=NC[C@H](Cc3ccc(O)cc3)N2C[C@H]1Cc1ccc(O)cc1)NC(=O)CCC1CCCCC1,0,0.0,-12,16,.,-5,0,6,0.2%
CCCCOc1ccc(C(=O)NCCS(=O)(=O)N2CCN(c3ccc(F)cc3)CC2)cc1,4,-0.3,-5,.,-2,4,14,-9,1.5%
O=C1COc2ccc(C(=O)CSc3nnc(Cc4cccs4)n3-c3ccccc3)cc2N1,0,0.0,14,7,-1,0,0,-10,0.0%
Cc1noc(C)c1CSc1nnc2ccccn12,4,0.2,-1,-14,2,-3,-12,-12,6.0%
COC(=O)c1cn(NC(=O)c2ccccc2[N+](=O)[O-])c(=O)c2ccccc12,2,0.2,0,-21,4,1,3,0,-2.0%
CCOc1ccc(CNC(=O)C2Cc3ccccc3N2C(=O)CC)cc1 (stereo not drawn),-1,1.0,.,.,-10,0,12,20,0.2%
CCOC(=O)C1CCN(S(=O)(=O)c2c(C)[nH]c(C)c2C(=O)N2CCCC2)CC1,0,0.9,-12,8,3,-4,-20,-1,-1.7%
COc1cc2c(cc1OC)CN(C1CCCN(Cc3cc(Cl)ccc3O)C1)CC2 (stereo not drawn),1,0.4,-1,-12,2,-4,15,-5,3.3%
CC(=O)NC(NC(=S)Nc1c(C)n(C)n(-c2ccccc2)c1=O)C(Cl)(Cl)Cl (stereo not drawn),2,.,.,.,-4,-1,-5,-3,2.9%
COc1ccc(/C=C(\NC(=O)c2ccc([N+](=O)[O-])cc2)C(=O)NCCCn2ccnc2)cc1,2,0.5,0,2,4,-6,-9,13,2.3%
Cc1nc(NNC(=O)c2ccc(Cl)cc2Cl)cc(-c2ccccc2)n1,-1,0.0,9,0,-15,-4,5,7,1.3%
CCOCCCN(C(=O)c1ccco1)C(C(=O)NC1CCCC1)c1ccc(OC)cc1 (stereo not drawn),0,0.2,-9,-1,6,-4,-3,-2,-4.6%
O=C(OCC(=O)N1CCCc2ccccc21)c1ccc(Cl)nc1,1,-0.5,5,21,.,-5,-3,2,-0.7%
CC(C)c1ccc(NC(=O)N2CCc3ccccc3C2)cc1,5,-1.2,-14,13,3,-2,1,-1,1.7%
COC(=O)Cc1ccc(OCc2ccc(Cl)nc2)cc1,10,0.3,-5,-3,6,-3,-29,-3,1.0%
O=C(Nc1nnc(-c2ccncc2)o1)c1ccc2ccccc2c1,4,-0.7,-5,1,7,-1,-20,5,1.5%
CN(Cc1ccc(Cl)cc1)C(=O)c1ccc2ccccc2n1,0,0.3,13,10,-15,-1,8,11,0.5%
CCOc1ccccc1CNC(=O)c1cc2occc2n1C,0,-1.0,3,-2,.,-2,1,3,1.6%
COc1cccc(S(=O)(=O)c2nc(C)c3c(n2)CCC3)c1,7,-0.1,-17,-3,1,3,-10,-2,0.0%
Cn1c(=O)c(=O)n(C)c2cc(S(=O)(=O)N3CC(=O)N(CCc4ccccc4)C(=O)C3)ccc21,2,0.0,5,-5,2,-3,26,5,?
Cc1cccc(C)c1NC(=O)CNC(=O)CCNC(=O)c1ccco1,4,0.9,7,-41,2,.,-15,-3,-0.8%
CC(Oc1ccccc1)C(=O)N1CCN(c2ccc(N3CCOCC3)nn2)CC1 (stereo not drawn),1,0.3,-16,7,-2,0,-4,-5,0.3%
Cc1cccc(CCNC(=O)c2cnc3c(C)cccn3c2=O)c1,-1,0.1,9,.,-5,3,-1,-9,4.1%
COC(=O)c1cccc(NC(=O)CN2CCN(c3ccc(OC)cc3)CC2)c1,0,0.0,13,-4,-11,0,-12,2,0.9%
CCOc1ccc(NC(=O)NC2(C(=O)NCc3ccco3)CCCCC2)cc1,0,1.5,-2,0,6,.,-7,-5,0.4%
CCOc1ccccc1OCCCC(=O)NNC(=O)c1nn(C)c(=O)c2ccccc12,5,-0.5,1,23,-3,.,6,-1,0.3%
O=C(Cc1ccc(Cl)cc1)NNC(=O)c1cnccn1,4,0.7,3,7,-8,0,-14,4,-4.4%
O=C(Cn1c(NCCCO)nc2ccccc21)c1ccc(Cl)cc1Cl,4,0.1,6,-3,4,1,-11,-2,1.7%
CCn1cc(CN2CCN(CCc3ccccc3)C(CCO)C2)c(C)n1 (stereo not drawn),1,2.6,8,-8,-12,-4,-3,-3,0.1%
Cc1n(-c2ccccc2)c2ccc(Cl)cc2[n+]1CCO,1,-0.7,-1,-5,11,2,-15,-2,0.6%
CCOc1ccc(Br)cc1S(=O)(=O)N1CCC(C(=O)O)CC1,2,0.1,-11,39*,11,5,0,10,0.6%
O=C(O)c1ccc(N/N=C/c2c[nH]c3ccccc23)cc1,1,0.2,0,-23,3,-6,11,-2,-0.6%
COc1ccc(S(=O)(=O)Nc2ccccc2C(=O)N2CCCC2)cc1OC,2,0.3,5,-7,-2,0,-9,-1,-4.1%
Cc1ccccc1-c1nnc(CN2CCN(c3cc(Cl)ccc3C)CC2)o1,11,-0.4,4,.,?,5,-4,3,-0.2%
CCN(C(=O)c1cc2c(=O)oc3ccc(C)cc3c2s1)c1ccccc1C,3,-0.1,3,.,.,8,-5,-1,26%
O=C(CN1C(=O)c2ccccc2S1(=O)=O)NCc1ccccc1Cl,2,0.7,-3,-4,.,-4,-12,-3,-0.4%
CCS(=O)(=O)N1Cc2ccccc2CC1C(=O)OCC(=O)Nc1ccc(SC(F)F)cc1 (stereo not drawn),6,.,.,.,-27,-6,-17,7,0.3%
Cc1ccc(OCCCN(C)C)c(Br)c1,1,-0.3,8,37*,-7,-2,6,0,2.0%
Cc1ccc(C(=O)C2=C(O)C(=O)N(CCN3CCOCC3)C2c2ccccn2)o1 (stereo not drawn),2,-0.6,-9,9,.,-3,-6,-5,0.8%
CCCCCN(C(=O)CCC(=O)OCCOc1ccccc1)c1c(N)n(CCCC)c(=O)[nH]c1=O,0,-0.1,13,-2,4,3,0,3,-0.2%
O=C(NCCS(=O)(=O)N1CCN(c2ccccc2)CC1)c1cccc(F)c1,5,1.7,-8,5,20,-1,-2,-4,1.4%
CCOC(=O)c1ccc(NC(=O)CSc2nc3c(c(=O)n2C)SC(C)C3)cc1 (stereo not drawn),4,2.9,1,26,-15,.,-24,3,-1.8%
Cc1cc2cc(CCNC(=O)CCc3ccccc3)c(=O)[nH]c2cc1C,0,-1.3,8,-28,.,-3,3,21,-2.5%
O=C(c1cccc(Br)c1)N1CCN(C(=O)c2cccc(Br)c2)CC1,0,0.1,35*,5,4,4,-1,9,2.1%
CCCN1CCC(=O)N([C@H](COc2ccccc2)c2ccccc2)CC1,3,0.1,-9,24,.,1,-11,-8,-0.6%
O=C(CC1CCCCC1)NCc1ccccc1Cl,1,0.0,-6,-15,7,-3,-21,-2,0.3%
COc1ccc(CNS(=O)(=O)c2ccc(-c3cc(C(F)(F)F)on3)s2)cc1OC,15,.,-8,.,-24,-5,0,-6,1.9%
CCN(c1ccccc1)c1cc2ccccc2c(=O)[nH]1,0,-0.7,-3,-10,0,5,0,7,5.9%
NC(=O)c1cc(S(=O)(=O)Nc2cccc(F)c2)co1,1,0.8,5,26,-7,3,-46*,3,0.9%
COCCNc1nc(-c2cc(-c3ccccc3)on2)cc(C(C)C)n1,27,1.0,-10,12,.,-4,-29,4,-0.5%
Cc1ccc(NC(=O)C2=C(O)c3sccc3N(C)S2(=O)=O)cc1,0,-0.1,-5,2,-20,-4,-6,0,0.0%
Cc1ccc(-c2cc(C(F)(F)F)n3ncc(C(=O)N4CCN(C)CC4)c3n2)cc1,2,0.0,19,-1,-5,-3,-8,3,1.9%
Cc1cccc(Cc2c(C)nc3c(C(=O)NCc4ccco4)cnn3c2C)c1,18,0.9,0,18,?,-11,-19,-1,1.0%
CCN1c2ccccc2NC2C1C(C(C)=O)C(=O)N2c1ccc(Cl)cc1 (stereo not drawn),6,4.1,-3,-29,14,-4,-14,-2,-0.4%

# As a short view, six of the compounds above:
SMILES,D1 ag,D2 agonist,D2 potentiator,D2 antag,RXFP1 antagonist,D1 potentiator,D1 antagonist,TRHR PAM,RXFP1 ag
CCOc1ccccc1OCCCC(=O)NNC(=O)c1nn(C)c(=O)c2ccccc12,5,-0.5,1,23,-3,.,6,-1,0.3%
O=C(Cc1ccc(Cl)cc1)NNC(=O)c1cnccn1,4,0.7,3,7,-8,0,-14,4,-4.4%
O=C(Cn1c(NCCCO)nc2ccccc21)c1ccc(Cl)cc1Cl,4,0.1,6,-3,4,1,-11,-2,1.7%
CCn1cc(CN2CCN(CCc3ccccc3)C(CCO)C2)c(C)n1 (stereo not drawn),1,2.6,8,-8,-12,-4,-3,-3,0.1%
Cc1n(-c2ccccc2)c2ccc(Cl)cc2[n+]1CCO,1,-0.7,-1,-5,11,2,-15,-2,0.6%
CCOc1ccc(Br)cc1S(=O)(=O)N1CCC(C(=O)O)CC1,2,0.1,-11,39*,11,5,0,10,0.6%

# Next section:
SMILES,D1 ag,D2 agonist,D2 potentiator,D2 antag,RXFP1 antagonist,D1 potentiator,D1 antagonist,TRHR PAM,RXFP1 ag
COCCn1c(CN2CCN(c3ccc(OC)cc3)CC2)nc2c1c(=O)n(C)c(=O)n2C,1,-0.8,0,-17,0,-2,-11,2,5.3%
CCCNC(=O)C1CCC(Cn2c(=O)c3sccc3n(CC(=O)Nc3ccccc3C)c2=O)CC1 (stereo not drawn),1,-0.1,-1,.,1,-6,9,2,9.2%
O=C(Cn1cnc2c(nnn2Cc2ccc(F)cc2)c1=O)NCC1CCCO1 (stereo not drawn),0,-0.9,-10,-22,-13,-5,0,7,19%
COc1ccc(CC(=O)Nc2cccc(/C(C)=N/NC(=O)c3cccc([N+](=O)[O-])c3)c2)cc1,3,-0.1,6,4,3,-1,-2,-2,3.8%

# The list is partial; count on the stated rates, not on these rows.
